Screens (PubChem)
AGP1 TOR yeast: modulators of AGP1-GFP expression in yeast TOR pathway, primary screen, cell-based, multiplex flow cytometry, S. cerevisiae, MLPCN library; 3 h; GFP as percent of DMSO wells; GFP response vs DMSO, % at 10 µM; 0.02% of 320,000 active; AID 2066, 2009;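 active means GFP response relative to DMSO above a set limit, near screen average plus 3 SD, cut at about 150% in these data; inconclusive means fewer than 70 cells counted for the yeast strain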;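 further: median GFP channel fluorescence of the gated AGP1 strain per well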
VLA-4 inh: inhibition in human VLA-4 binding assay, primary screen, VLA-4 allosteric modulator project, MLPCN library, flow cytometry, VLA-4 expressing cells; ligand binding flow cytometry; Integrin alpha-4 (Homo sapiens), P13612; AID 2557, 2010; inhibition, % (about 7 µM as worked out from the volumes in the protocol); 0.2% of 330,000 active; in the data active means inhibition above about 50%
GASC-1 inh: inhibitors of GASC-1 histone demethylase, primary screen, biochemical, fluorescence, DELFIA europium | GST-JMJD2C(1-420) H3K9me3 demethylation | inhibition, % at 2.35 µM | 0.069% of 330,000 active | AID 2099, 2009;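 active means more than half of a compound's replicate wells show inhibition beyond 50%, single wells judged on their own value; inconclusive means some, but no more than half, of replicates pass 50% inhibition; inactive means no replicate passes 50% inhibition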;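 further: signal counts dimethyl H3K9 product captured on neutravidin plate; 0% = median of DMSO wells and 100% = 0.3 times that DMSO median; strong numbers were not always called active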
MEP2 TOR yeast: modulators of MEP2-GFP levels in yeast, primary screen, S. cerevisiae, multiplex flow cytometry, MLPCN library | S. cerevisiae MEP2-GFP strain, 3 h; 100% = DMSO control level | GFP response vs DMSO, % at 10 µM | 0.51% of 330,000 active | AID 2016, 2009;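 active means GFP response versus DMSO above a set limit, roughly screen mean plus 3 SD, cut at about 180% in these data; inconclusive means fewer than 70 cells counted for a yeast strain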;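 further: median GFP fluorescence of the barcode-gated MEP2-GFP cells per well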
RPL19A-GFP yeast: RPL19A-GFP expression modulators in yeast, primary screen, cell-based, S. cerevisiae, multiplex flow cytometry, MLPCN | S. cerevisiae RPL19A-GFP strain, 3 h; active compounds read low | percent response vs DMSO, % at 10 µM | 0.3% of 330,000 active;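 active means percent response vs DMSO below 50%; inconclusive means fewer than 70 events counted for the yeast strain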;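 further: median channel GFP fluorescence of the barcoded RPL19A-GFP strain; ratio of sample median GFP to plate DMSO average so 100% = DMSO; lower means less RPL19A-GFP as with rapamycin TOR inhibition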
CIT2-GFP yeast: modulators of CIT2-GFP expression in yeast, primary screen, S. cerevisiae, GFP fusion, multiplex flow cytometry, MLPCN library; 0.065% of 320,000 active; S. cerevisiae CIT2-GFP strain, 3 h; 100 means same as DMSO wells; GFP response vs DMSO, % at 10 µM; AID 2029, 2009;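 active means GFP response relative to DMSO above a set limit, near the screen mean plus 3 SD, cut at about 150% in these data; inconclusive means Fewer than 70 cells measured for a yeast strain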;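 further: ratio of well median GFP fluorescence to mean of DMSO wells on the plate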
LAP4-GFP MLPCN: modulators of LAP4-GFP expression in yeast, primary screen, S. cerevisiae, multiplex flow cytometry, MLPCN library; 3 h; median GFP as percent of DMSO wells; GFP response vs DMSO, % at 10 µM; 0.34% of 320,000 active;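 active means GFP response vs DMSO above a set limit, about the screen mean plus 3 SD, cut at about 150% in these data; inconclusive means under 70 cell events counted for the yeast strain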
GRK2 inh: compounds blocking aptamer binding on GRK2 – biochemical, human GRK2, bead flow cytometry, HTS, primary screen; FAM-aptamer displacement from GRK2; 0.59% of 330,000 active; inhibition of aptamer binding, % at 10 µM; Beta-adrenergic receptor kinase 1 (Homo sapiens), P25098;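 active means inhibition of aptamer binding above 40%, roughly 3 SD of noise, on plates passing a quality check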;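 further: median bead fluorescence of bound FAM aptamer so fluorescent compounds give negative values; no value below 0 was filed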
Target sequence (P25098 whole entry, looked up): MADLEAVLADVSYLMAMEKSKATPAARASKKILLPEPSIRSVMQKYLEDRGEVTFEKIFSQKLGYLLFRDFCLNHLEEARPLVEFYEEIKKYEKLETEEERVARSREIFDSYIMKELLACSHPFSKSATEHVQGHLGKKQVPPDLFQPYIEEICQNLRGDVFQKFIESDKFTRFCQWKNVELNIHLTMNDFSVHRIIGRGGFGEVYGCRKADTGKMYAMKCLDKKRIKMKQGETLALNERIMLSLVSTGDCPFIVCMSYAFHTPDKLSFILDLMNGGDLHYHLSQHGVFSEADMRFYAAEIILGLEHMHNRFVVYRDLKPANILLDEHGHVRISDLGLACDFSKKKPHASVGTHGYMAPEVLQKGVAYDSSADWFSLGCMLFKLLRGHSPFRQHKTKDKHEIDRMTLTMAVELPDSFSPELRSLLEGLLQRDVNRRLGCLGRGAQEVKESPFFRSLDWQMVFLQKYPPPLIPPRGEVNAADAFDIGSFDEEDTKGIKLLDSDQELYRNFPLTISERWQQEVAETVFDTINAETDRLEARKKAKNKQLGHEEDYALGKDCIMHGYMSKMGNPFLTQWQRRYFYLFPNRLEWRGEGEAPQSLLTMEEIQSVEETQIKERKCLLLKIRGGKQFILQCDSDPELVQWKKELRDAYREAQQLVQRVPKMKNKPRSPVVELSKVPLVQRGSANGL
* hit, by the source's call; ? = inconclusive; . = no result given. Random draw from the library; any-hit rate near 1.7%.

SMILES	AGP1 TOR yeast	VLA-4 inh	GASC-1 inh	MEP2 TOR yeast	RPL19A-GFP yeast	CIT2-GFP yeast	LAP4-GFP MLPCN	GRK2 inh
Cc1cccc(C)c1NC(=O)CSC(=O)c1sc2ccccc2c1Cl	108	32	8	103	99	96	109	3
Cc1ccc2c(CC(=O)NC3CCCc4ccccc43)coc2c1 (stereo not drawn)	102	-6	9	98	105	96	96	0
O=C1CN(CC(=O)NC(=O)NCc2ccccc2)CCN1	95	4	-9	97	103	101	87	0
CCOC(=O)c1cnn(-c2ccccc2)c1-c1ccncc1	93	12	1	125	102	108	107	0
COc1ccc(-c2nc(CS(=O)CC(=O)N3CCCC3)c(C)o2)cc1 (stereo not drawn)	101	0	7	105	102	100	100	0
C=CCN(c1ccccc1)S(=O)(=O)c1cccc(C(=O)NCc2ccco2)c1	96	-1	3	97	94	96	93	0
COC(=O)c1ccc(N2CCN(C(=O)C3CC3)CC2)c([N+](=O)[O-])c1	94	0	-13	102	95	88	106	0
O=C(CSCc1ccc(Cl)cc1)c1ccco1	90	21	5	99	95	106	84	3
CC(=O)c1ccc(N2CCN(CC(=O)Nc3ccccc3N3CCOCC3)CC2)cc1	104	5	-2	100	99	101	100	0
O=C(Nc1cccnc1)c1ccc2nc(-c3ccccc3)c(-c3ccccc3)nc2c1	90	-11	25	101	88	74	115	3
CC(=O)O/N=C(/c1nonc1N)N(C)C	101	-5	5	101	99	101	98	1
CC(C(=O)Nc1ccc(S(=O)(=O)N2CCCC2)cc1)N(C)CC(=O)Nc1cccc(F)c1 (stereo not drawn)	101	13	7	104	99	102	96	2
CCN(CC)S(=O)(=O)c1ccc(N/N=C/c2ccc(OC)c(OC)c2OC)nc1	98	12	9	100	99	98	88	1
CCN(CC)CCn1c(NS(=O)(=O)c2ccc(Cl)cc2)nc2ccccc21	95	-1	5	97	89	104	91	0
COc1ccc(NC(=O)CN(C)CC(=O)NCc2ccc(C)cc2)cc1	101	-8	2	106	105	96	109	0
CC(C)(C)n1ncc2c(=O)n(CC(=O)NCc3ccco3)cnc21	92	7	8	95	96	98	91	1
NCCCn1c(C(=O)c2ccc(Cl)cc2)c2ccc([N+](=O)[O-])cc2[n+]1[O-]	96	-24	1	112	105	100	113	0
O=C(NCc1ccc(F)cc1)C1CCC(=O)N1CCc1ccccc1 (stereo not drawn)	98	-5	7	92	93	84	95	0
CC(=O)OCC(=O)[C@@]12OC(C)(C)O[C@@H]1CC1C3C[C@H](F)C4=CC(=O)C=CC4(C)[C@@]3(F)C(O)CC12C (stereo partly drawn)	92	16	-11	94	96	86	95	3
CCCCCCCn1c(=N)n(CC(O)c2ccco2)c2ccccc21 (stereo not drawn)	109	1	2	112	111	106	104	1
CC1CC1C(=O)OCC(=O)NCc1ccc(Cl)cc1 (stereo not drawn)	108	26	4	102	106	105	96	4
O=C(CSC1=NCCS1)Nc1nc2ccccc2s1	100	-6	12	91	92	94	141	0
Cc1cc(-c2ccc(Cl)cc2)c(C#N)c(N)n1	103	9	-4	104	101	102	101	1
COn1c(-c2ccc(Cl)cc2)nc2ncccc21	95	1	-1	105	104	92	91	3
Nc1ncc(N=Nc2cc(C(=O)O)ccc2Cl)s1	107	2	15	102	98	96	114	2
COc1cc(NC(=O)CSc2nc(C)c(C)c(C)n2)cc(OC)c1	100	-3	7	104	99	89	102	2
O=C(NCCS(=O)(=O)N1CCN(c2ccccc2F)CC1)c1c(F)cccc1F	98	4	-11	109	105	102	96	0
CC(C)CCN1C(=O)c2ccc(C(=O)Nc3ccc(Br)cc3C(=O)O)cc2C1=O	101	4	-1	105	106	109	89	4
COc1cc2[nH]c(=S)n(Cc3ccc(C)o3)c(=O)c2cc1OC	96	0	5	104	100	94	98	0
Cn1c(C(=O)N2CCCC(C(=O)NCCc3ccccc3)C2)cc2sccc21 (stereo not drawn)	83	17	-2	92	114	78	77	0
COc1ccc(C(=O)CC(c2ccccc2)C2C(=O)CCCC2=O)cc1 (stereo not drawn)	114	5	-6	113	108	106	102	0
O=C(c1cc2ccccc2s1)N1CCOCC1	108	-2	-1	89	92	110	100	2
Cc1nccnc1Sc1ccccc1	101	28	-12	90	95	90	100	4
CCOC(=O)C1=NNC2(c3ccccc3)C(=O)N(c3cccc(Br)c3)C(=O)C12 (stereo not drawn)	98	0	6	102	100	99	92	6
O=C(Nc1ccc(S(=O)(=O)Nc2ccc(Cl)cc2)cc1)C1CCCO1 (stereo not drawn)	86	11	?	101	92	92	95	0
Cc1cc(Nc2ccc(C(=O)O)cc2)nc(N)n1	97	8	2	105	104	101	93	0
O=C(Cn1cc2c(n1)CCCCC2)Nc1c(F)cc(F)cc1Br	101	0	5	96	97	92	106	1
NNC(=O)CN1C(c2ccccc2Br)=Nc2ccc(Br)cc2C1c1ccccc1 (stereo not drawn)	101	2	-4	102	103	102	96	20
CSCCC(N=C1NS(=O)(=O)c2ccccc21)C(=O)NCc1ccccc1F (stereo not drawn)	93	10	7	109	106	107	88	0
Cc1cccc(N(CC(O)CN2CCOCC2)S(=O)(=O)c2ccccc2)c1 (stereo not drawn)	103	35	7	103	96	114	94	2
Cc1ccc(C)c(NS(=O)(=O)c2cc(C(=O)N3CCc4ccccc4C3)ccc2Cl)c1	92	27	3	96	92	89	100	0
COc1ccccc1Nc1nc(NCCO)nc(N)c1[N+](=O)[O-]	100	1	4	91	96	98	108	1
NS(=O)(=O)c1ccc(NC(=O)CN2CCCN(S(=O)(=O)c3ccc(F)cc3)CC2)cc1	.	4	2	95	88	92	95	1
C=CCn1c2ccccc2c2nnc(SCc3ccc4nonc4c3)nc21	105	-20	0	104	100	101	96	5
O=C(O)c1ccc2nc3c(nc2c1)-c1ccccc1C3=O	85	1	8	93	88	.	88	3
Oc1ccc(CCNc2ncnc3ccc(Cl)cc23)cc1	90	3	-9	94	106	96	110	1
Cc1ccc(S(=O)(=O)c2nc(Cc3ccccc3)oc2N2CCOCC2)cc1	99	-4	.	99	97	96	101	1
COc1ccc(S(=O)(=O)N(C)C[C@H]2Oc3ccc(NC(=O)c4ccncc4)cc3C(=O)N([C@H](C)CO)C[C@@H]2C)cc1	105	42	.	102	103	96	98	0
CC(C)(C)OC(=O)CN1C(=O)NC2(CCCc3ccccc32)C1=O (stereo not drawn)	106	9	7	111	104	108	100	0
Cc1cnc(C(=O)NCCc2ccc(Cl)cc2)cn1	96	14	5	108	113	106	109	1
COc1ccc(CN(CCC(c2ccccc2)c2ccc(OC(C)C)cc2)C(=O)CCl)cc1OC (stereo not drawn)	99	0	8	88	88	97	102	0
O=C(O)c1ccc(Nc2nc3ccccc3nc2NS(=O)(=O)c2ccc(F)cc2)cc1	103	-109	-4	87	96	91	93	1
CCN(CC)c1ccc(/C=N/Nc2nn[nH]n2)cc1	105	15	3	102	98	109	111	1
CCC1Oc2ccc(C)cc2N(CC(=O)N(Cc2ccc(C)o2)C2CC(C)(C)NC(C)(C)C2)C1=O (stereo not drawn)	94	11	-7	93	95	.	90	0
Cc1cc(C)cc(-n2c(N)c(C(=O)Nc3c(C)n(C)n(-c4ccccc4)c3=O)c3nc4ccccc4nc32)c1	98	-29	-3	84	108	100	90	3
O=C(Nc1nccs1)c1ccc(S(=O)(=O)N2CCCCC2)cc1	101	32	8	102	104	95	102	3
COc1ccc(Cl)cc1C(=O)Nc1nnn(C)n1	113	0	?	104	110	.	100	3
Cc1ccc(Nc2nc(CSc3nnnn3C)cs2)cc1	.	-1	1	103	101	98	106	0
Cc1ccc(NC2=C(Cl)C(=O)OC2OC(=O)c2ccc(C)cc2)cc1 (stereo not drawn)	99	9	7	91	87	87	115	0
COc1cccc(C2NC(CCSC)(C(=O)O)C3C(=O)N(C(C)C)C(=O)C23)c1O (stereo not drawn)	103	36	-19	105	99	104	98	0

Given with two lines to a compound: entries from further up.
Values run as follows: AGP1 TOR yeast, VLA-4 inh, GASC-1 inh, MEP2 TOR yeast, RPL19A-GFP yeast, CIT2-GFP yeast, LAP4-GFP MLPCN, GRK2 inh
Cc1nccnc1Sc1ccccc1
→ 101, 28, -12, 90, 95, 90, 100, 4
O=C(Nc1nccs1)c1ccc(S(=O)(=O)N2CCCCC2)cc1
→ 101, 32, 8, 102, 104, 95, 102, 3
Cc1cc(Nc2ccc(C(=O)O)cc2)nc(N)n1
→ 97, 8, 2, 105, 104, 101, 93, 0

(cont.)
SMILES	AGP1 TOR yeast	VLA-4 inh	GASC-1 inh	MEP2 TOR yeast	RPL19A-GFP yeast	CIT2-GFP yeast	LAP4-GFP MLPCN	GRK2 inh
O=C(Oc1ccc(N(Cc2cccs2)C2=NS(=O)(=O)c3ccccc32)cc1)c1ccccc1	108	-21	2	101	100	104	100	0
C=CCn1c(SCC(=O)NC)nc2sc3c(c2c1=O)CCC3	101	-13	.	100	97	102	99	1
c1ccc(CN2CCN(c3nc(NCc4ccco4)c4ccccc4n3)CC2)cc1	102	-1	-43	103	101	101	98	1
CCOc1ncccc1C(=O)N=c1sccn1C	98	7	2	108	101	101	90	0

Of the compounds above, 3 have a nitro group on carbon.
SMILES	AGP1 TOR yeast	VLA-4 inh	GASC-1 inh	MEP2 TOR yeast	RPL19A-GFP yeast	CIT2-GFP yeast	LAP4-GFP MLPCN	GRK2 inh
COC(=O)c1ccc(N2CCN(C(=O)C3CC3)CC2)c([N+](=O)[O-])c1	94	0	-13	102	95	88	106	0
NCCCn1c(C(=O)c2ccc(Cl)cc2)c2ccc([N+](=O)[O-])cc2[n+]1[O-]	96	-24	1	112	105	100	113	0
COc1ccccc1Nc1nc(NCCO)nc(N)c1[N+](=O)[O-]	100	1	4	91	96	98	108	1
